eLon inh – inhibitors of E. coli Lon protease, primary screen, biochemical, fluorescence polarization. purified E. coli Lon protease. inhibition, % at 7.94 µM. 360,000 tested, 0.42% active. AID 602123, 2011; in the data active = inhibition above about 13%, passing the limit was not always enough;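 also: 0% = enzyme with probe and DMSO and 100% = no enzyme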
MsrA inhibitor – bovine MsrA enzyme inhibitors, primary screen, biochemical, absorbance, HTS. Methionine sulfoxide reductase A (Bos taurus). purified bovine MsrA, absorbance read-out. inhibition, % at 15.5 µM. 360,000 tested, 0.75% active. AID 651718, 2012; in the data active = inhibition above about 4.5%;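 also: 0% = vehicle wells with enzyme and 100% = reference inhibitor wells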
PABP1 MLLE inh – inhibitors of PABP1 MLLE–PAM2 peptide binding, primary screen, biochemical, fluorescence polarization, FITC-PAM2, GST-MLLE; Polyadenylate-binding protein 1 (Homo sapiens), P11940; inhibition, % at 20 µM; 360,000 tested, 0.36% active; in the data active = inhibition above about 35%, passing the limit was not always enough;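 also: plate controls were DMSO wells with GST-MLLE for no effect and wells lacking GST-MLLE protein for full effect; some results filed as inactive read as strong as hits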
bovine MsrA act – bovine MsrA enzyme activators, primary screen, biochemical, absorbance, HTS; Methionine sulfoxide reductase A (Bos taurus); purified bovine MsrA, absorbance read-out; activation, % at 10.6 µM; 360,000 tested, 0.3% active; in the data active = activation above about 7.5%;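 also: 0% = vehicle and 100% = reference activator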
FAS-TE inh – FAS thioesterase domain inhibitors, primary screen, biochemical, fluorescence intensity, uHTS; AID 602261, 2012; inhibition, % at 15 µM; 360,000 tested, 0.67% active; recombinant FAS-TE, OMFH fluorogenic substrate, fluorescence endpoint; Fatty acid synthase (Homo sapiens), P49327;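 active = compounds whose normalised, plate-corrected inhibition of enzyme fluorescence in the single-dose primary screen is 50% or more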;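 also: 0% = DMSO with enzyme and 100% = substrate without enzyme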
Target sequence (P49327 whole entry, looked up, the tested form may be a part): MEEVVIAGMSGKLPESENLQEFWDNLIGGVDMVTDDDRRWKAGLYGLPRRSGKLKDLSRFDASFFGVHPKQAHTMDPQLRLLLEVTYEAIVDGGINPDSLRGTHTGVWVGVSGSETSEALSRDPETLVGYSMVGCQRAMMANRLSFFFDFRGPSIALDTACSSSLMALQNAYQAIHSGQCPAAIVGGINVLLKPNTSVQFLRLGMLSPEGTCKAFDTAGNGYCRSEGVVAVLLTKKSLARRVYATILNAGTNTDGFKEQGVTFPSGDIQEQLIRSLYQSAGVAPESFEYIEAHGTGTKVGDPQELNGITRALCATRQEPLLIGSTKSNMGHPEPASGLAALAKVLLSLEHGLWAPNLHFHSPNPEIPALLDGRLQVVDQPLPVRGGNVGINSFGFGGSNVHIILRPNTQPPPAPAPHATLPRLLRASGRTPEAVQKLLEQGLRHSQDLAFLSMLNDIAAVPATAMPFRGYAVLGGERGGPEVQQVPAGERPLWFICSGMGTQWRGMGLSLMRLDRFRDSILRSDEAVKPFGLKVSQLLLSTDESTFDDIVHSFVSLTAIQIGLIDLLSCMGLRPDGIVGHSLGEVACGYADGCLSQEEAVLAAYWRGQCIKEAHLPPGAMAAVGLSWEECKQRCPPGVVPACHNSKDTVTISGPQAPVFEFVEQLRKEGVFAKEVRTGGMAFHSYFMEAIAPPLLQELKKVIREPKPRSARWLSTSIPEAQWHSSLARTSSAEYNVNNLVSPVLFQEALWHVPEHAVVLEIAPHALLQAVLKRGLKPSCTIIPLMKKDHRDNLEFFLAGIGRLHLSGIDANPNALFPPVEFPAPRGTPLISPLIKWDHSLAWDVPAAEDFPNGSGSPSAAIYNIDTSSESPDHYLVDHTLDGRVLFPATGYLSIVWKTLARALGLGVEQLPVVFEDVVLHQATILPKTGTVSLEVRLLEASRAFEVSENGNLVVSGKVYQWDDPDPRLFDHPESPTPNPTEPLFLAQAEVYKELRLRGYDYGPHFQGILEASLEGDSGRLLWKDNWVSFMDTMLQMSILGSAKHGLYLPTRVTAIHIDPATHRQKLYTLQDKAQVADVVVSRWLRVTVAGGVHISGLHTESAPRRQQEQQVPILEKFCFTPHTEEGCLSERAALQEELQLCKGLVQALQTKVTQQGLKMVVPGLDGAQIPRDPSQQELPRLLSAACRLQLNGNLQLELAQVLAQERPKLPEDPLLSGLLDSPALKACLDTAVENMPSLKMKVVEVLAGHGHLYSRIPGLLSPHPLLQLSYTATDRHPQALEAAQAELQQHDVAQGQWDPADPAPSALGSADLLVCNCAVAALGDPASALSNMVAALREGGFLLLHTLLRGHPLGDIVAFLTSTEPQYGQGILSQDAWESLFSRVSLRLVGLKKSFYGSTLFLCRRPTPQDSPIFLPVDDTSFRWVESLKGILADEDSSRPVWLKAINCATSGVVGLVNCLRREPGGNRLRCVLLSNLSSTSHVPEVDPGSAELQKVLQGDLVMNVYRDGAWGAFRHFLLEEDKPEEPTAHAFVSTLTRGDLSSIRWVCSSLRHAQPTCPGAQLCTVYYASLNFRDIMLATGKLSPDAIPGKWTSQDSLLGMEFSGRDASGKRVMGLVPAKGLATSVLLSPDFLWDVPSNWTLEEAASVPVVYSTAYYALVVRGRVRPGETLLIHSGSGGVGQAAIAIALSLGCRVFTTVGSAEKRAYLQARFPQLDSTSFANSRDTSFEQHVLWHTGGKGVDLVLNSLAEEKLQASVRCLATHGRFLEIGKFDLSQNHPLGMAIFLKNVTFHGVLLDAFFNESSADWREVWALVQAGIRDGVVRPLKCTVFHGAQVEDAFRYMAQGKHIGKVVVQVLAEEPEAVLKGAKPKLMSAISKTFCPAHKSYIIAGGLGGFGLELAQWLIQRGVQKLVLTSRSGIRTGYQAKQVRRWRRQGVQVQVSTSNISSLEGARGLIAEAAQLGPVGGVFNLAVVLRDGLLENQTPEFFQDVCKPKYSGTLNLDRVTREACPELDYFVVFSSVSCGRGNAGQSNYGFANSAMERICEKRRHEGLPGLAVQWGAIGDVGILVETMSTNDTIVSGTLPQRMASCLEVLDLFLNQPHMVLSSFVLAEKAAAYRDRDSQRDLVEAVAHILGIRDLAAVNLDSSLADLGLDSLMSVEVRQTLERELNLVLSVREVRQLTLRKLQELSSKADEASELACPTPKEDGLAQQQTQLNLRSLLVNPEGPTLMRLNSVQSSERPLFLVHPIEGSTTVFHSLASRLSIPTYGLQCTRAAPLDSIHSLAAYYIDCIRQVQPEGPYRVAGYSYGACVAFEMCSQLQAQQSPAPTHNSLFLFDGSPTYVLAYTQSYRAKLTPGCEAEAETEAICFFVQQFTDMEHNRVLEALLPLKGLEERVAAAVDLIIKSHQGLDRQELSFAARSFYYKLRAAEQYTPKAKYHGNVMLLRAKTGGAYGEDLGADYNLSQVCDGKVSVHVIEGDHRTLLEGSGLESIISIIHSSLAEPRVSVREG
Rin1 Abl inh – inhibitors of Rin1-Abl protein binding, primary screen, biochemical, TR-FRET. AID 588664, 2011. inhibition, % at 7.35 µM. 360,000 tested, 0.4% active. Tyrosine-protein kinase ABL1 (Homo sapiens) + Ras and Rab interactor 1 (Homo sapiens), …; in the data active = inhibition above about 5%, passing the limit was not always enough
MT1-MMP act inh – blockers of MT1-MMP proenzyme processing, primary screen, HT1080 RFP-PRO-GFP cells, GFP/RFP fluorescence | 360,000 tested, 0.061% active | GFP/RFP ratio fluorescence, overnight; percent of plate control window, DMSO zero | Matrix metalloproteinase-14 (Homo sapiens), P50281 | AID 651647, 2012 | GFP/RFP ratio change, % at 20 µM;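 active = GFP/RFP ratio change of at least 30% with cell ATP level not reduced by more than half and red fluorescence within 50% of control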; also: strong numbers were not always called active
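Read-out: GFP/RFP fluorescence ratio; Test system: RFP-PRO-GFP reporter HT1080 cells; Compound dosing: single-point 20 µM compound, 1% DMSO; Times: overnight compound exposure at 37 °C.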
Rpn11 inh – Rpn11 (PSMD14) deubiquitinase inhibitors, primary screen, biochemical, fluorescence polarization, uHTS; calls only at 20 µM; human 26S proteasome, Ub4-pepOG fluorescence polarization; 20S core pre-blocked with epoxomicin; 360,000 tested, 0.59% active; 26S proteasome non-ATPase regulatory subunit 14 (Homo sapiens), O00487; AID 588493, 2011;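 active = inhibition at 20 µM, scaled to each plate's controls, above about 33%, limit read from the data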
CSN deneddyl inh – inhibitors of CSN-mediated cullin deneddylation, primary screen, biochemical, fluorescence polarization, uHTS; COP9 signalosome complex subunit 5 (Homo sapiens), Q92905; Purified CSN, SCF-Nedd8-OG deneddylation; inhibition, % at 12.5 µM; 360,000 tested, 0.38% active; AID 651999, 2013;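 active = pattern-corrected inhibition above about 35%, with an unprinted fluorescence ratio check between 0.5 and 1.5, limit read from the data, passing the limit was not always enough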;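 also: 0% = enzyme with substrate and 100% = substrate without enzyme; some results filed as inactive read as strong as hits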
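Assay system: Purified human Csn5 enzyme expressed in HEK293T cells | Amount: Enzyme 0.24 nM | Measured by: Fluorescence polarization readout | Medium: Tris/NaCl/DTT buffer, pH 7.5 | Compound dosing: One concentration, 12.5 µM, 0.25% DMSO | Times: 90 min incubation of compound, enzyme and substrate at room temperature | Control set: no-enzyme wells high, enzyme-with-substrate wells low | Read-out: % inhibition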
Numbers without * were called inactive; i = inactive; x = no result given; + = active, no number.

entry	SMILES	eLon inh	MsrA inhibitor	PABP1 MLLE inh	bovine MsrA act	FAS-TE inh	Rin1 Abl inh	MT1-MMP act inh	Rpn11 inh	CSN deneddyl inh
1	CC(CNC(=O)c1cc(COc2ccc3ncccc3c2)on1)c1ccccc1 (stereo not given)	-6	-0.6	4	-5	17	0	-2	i	-1
2	CNS(=O)(=O)c1cc(OC)c(OC)cc1CC(=O)OC	-6	-0.4	-6	-5	-7	1	2	i	0
3	Clc1nccc(N2CCN(c3ccccc3Cl)CC2)n1	-8	-0.7	6	0	19	-2	2	i	2
4	CN(C)CCOc1ccc(C(C)(C)c2ccccc2)cc1	12	0.1	6	0	-3	-1	-1	i	-2
5	COc1ccc(N2CCN(C(=O)CSc3nc(C)cs3)CC2)cc1	8	1.0	2	1	-4	-1	0	i	3
6	COc1ccc(Cl)cc1S(=O)(=O)NC(C)c1cnn(-c2ccccn2)c1C (stereo not given)	-6	-1.9	17	-1	-2	-1	-1	i	-3
7	CNC[C@@H]1Oc2ccc(NS(=O)(=O)c3ccc(OC)cc3)cc2CC(=O)N([C@H](C)CO)C[C@@H]1C	-30	x	-10	-3	-6	5	0	i	7
8	Cc1nnc(SCCOc2ccccc2)s1	3	0.7	-12	-8	-4	11*	1	i	-18
9	COc1nc(N)c(S(=O)(=O)c2ccccc2)cc1C#N	-17	-0.8	-30	4	-7	1	-1	+	12
10	CCc1cc(=O)oc2cc(OC(C)C(=O)NCC3CCC(C(=O)O)CC3)c(Cl)cc12 (stereo not given)	-5	3.6	-10	-2	-5	-1	1	i	-4

(cont.)
entry	SMILES	eLon inh	MsrA inhibitor	PABP1 MLLE inh	bovine MsrA act	FAS-TE inh	Rin1 Abl inh	MT1-MMP act inh	Rpn11 inh	CSN deneddyl inh
11	Cc1ccccc1CSc1ccc2nnc(-c3ccccn3)n2n1	0	0.8	12	-3	2	0	-2	i	1
12	Cc1cc(C)cc(NC(=O)CCc2c(C)nn(-c3ccc(N4CCOCC4)nn3)c2C)c1	13	0.6	4	-2	-1	0	-2	i	1
13	COc1ccc(S(=O)(=O)Nc2cccc3c2O[C@H](CN(C)S(=O)(=O)c2cccs2)[C@@H](C)CN([C@H](C)CO)C3=O)cc1	7	0.1	-6	0	0	0	3	i	-7
14	O=C1NC[C@H](CCCCN2C[C@@H](Cc3ccccc3)N(CCC3CCCCC3)C(=O)C2=O)N(CCC2CCCCC2)C1=O	-1	-0.4	x	2	32	x	5	x	-2
15	CN(C(=O)CSc1ncnc2sc(-c3ccccc3)cc12)C1CCS(=O)(=O)C1 (stereo not given)	-2	0.9	-32	-11	3	-1	4	i	3
16	CC(C)N(C)c1ncnc2c1ncn2[C@H]1CN(Cc2ccc(F)cc2)C[C@@H](CO)O1	0	-0.5	-6	-8	-5	4	1	i	-1
17	CC(=O)c1cn(CC(=O)Nc2ccccc2Cl)c2ccccc12	-4	0.8	14	-3	2	3	-2	i	-2
18	CCCNc1cc(C)oc(=O)c1C(=O)CC	2	0.8	-11	-10	-8	3	0	i	-1
19	CCCCC[C@H](O)/C=C/[C@@H]1[C@@H](C/C=C\CCCC(=O)O)[C@@H](O)C[C@H]1O	-5	2.1	6	-6	-4	0	3	i	0
20	CC(C)NC(=O)COc1ncnc2sccc12	-6	-0.1	2	3	-7	2	3	i	2

The list goes on.
entry	SMILES	eLon inh	MsrA inhibitor	PABP1 MLLE inh	bovine MsrA act	FAS-TE inh	Rin1 Abl inh	MT1-MMP act inh	Rpn11 inh	CSN deneddyl inh
21	Cc1nc2ccc(NC(=O)Cc3ccccc3F)cc2s1	4	0.3	13	-13	-2	1	-1	i	-10
22	OC1(c2ccc(Br)cc2)CCNCC1	5	0.1	2	-5	-7	-5	7	i	-7
23	CC(CCc1ccccc1)NC(=O)Cc1cccs1 (stereo not given)	-6	1.5	-5	-2	0	2	-2	i	-6
24	COc1ccc(NC(=O)CN(C)S(=O)(=O)c2ccc(C)cc2)c([N+](=O)[O-])c1	-7	-0.6	10	-6	-13	-2	0	+	11
25	C=CCn1c(SCC(=O)N2CCCC2)nc2cc(C(=O)NCC3CCCO3)ccc2c1=O (stereo not given)	-1	2.4	2	-11	-10	0	0	i	-3
26	CCc1ccccc1NC(=O)NC1CC2CCC(C1)N2Cc1ccco1 (stereo not given)	6	1.3	6	-2	-2	-1	-5	i	0
27	O=C1CCC(/C=C/c2ccccc2)=NN1Cc1ccccc1	-1	2.0	2	-8	24	3	9	i	-9
28	OCC[C@H]1C[C@@H](O)[C@H](O)[C@]2(CCCc3ccccc3O2)O1	4	-0.7	0	-2	-9	0	3	i	-4
29	Cc1cc2nc(-c3cccc(Br)c3)c(Cc3ccccc3)n2c(C)c1Br	-4	-0.2	-21	-4	14	4	3	i	4
30	CCCCCn1cnnc1SCC(=O)c1c(N)n(C2CC2)c(=O)[nH]c1=O	-5	0.2	-9	-6	-8	4	1	i	0

(more compounds)
entry	SMILES	eLon inh	MsrA inhibitor	PABP1 MLLE inh	bovine MsrA act	FAS-TE inh	Rin1 Abl inh	MT1-MMP act inh	Rpn11 inh	CSN deneddyl inh
31	Cc1cccc(-c2ccc3c(c2)C2CC3CCN2Cc2ccc3c(c2)OCO3)c1 (stereo not given)	5	0.5	-10	3	22	1	4	i	0
32	Nc1nc(-c2c[nH]c3ccccc23)cs1	-10	0.9	-5	3	-20	0	14	i	5
33	COc1ccc(C(=O)O)cc1S(=O)(=O)Nc1ccc(N2CCCCC2)cc1	-4	0.3	1	0	-3	0	-2	i	-1
34	COc1ccc(C2Nc3ccccc3C(=O)N2c2ccc(Cl)cc2)cc1Cn1cc([N+](=O)[O-])cn1 (stereo not given)	4	0.9	-6	-4	70*	5	-1	i	-5
35	C/C(Cc1ccccc1)=N\NC(=O)CNC(=O)c1ccc(Cl)cc1	0	0.8	8	-3	-3	-4	3	i	-5
36	O=C(CN1C(=O)c2ccccc2S1(=O)=O)NCCSCc1c(F)cccc1Cl	-1	-1.2	-19	0	6	2	-3	i	4
37	O=C(OC(C(=O)NCc1cccs1)c1ccccc1Cl)c1ccco1 (stereo not given)	2	0.0	-2	-3	2	2	3	i	4
38	O=C(Nc1ccccc1C(=O)Nc1ccc(Cl)cc1)c1cccnc1	-4	0.5	-9	-2	5	-1	-2	i	5
39	COc1ccccc1NC(=S)NC(=O)/C=C/c1cccs1	8	1.0	19	-1	23	-1	4	i	0
40	CC1(C)CC(NC(=O)c2ccccc2C(=O)NC2CC(C)(C)NC(C)(C)C2)CC(C)(C)N1	6	-0.4	-1	-3	-8	1	1	i	2

Structures listed above that bear a hit mark in Rpn11 inh:
#	Structure	eLon inh	MsrA inhibitor	PABP1 MLLE inh	bovine MsrA act	Rin1 Abl inh	MT1-MMP act inh	Rpn11 inh	CSN deneddyl inh
9	COc1nc(N)c(S(=O)(=O)c2ccccc2)cc1C#N	-17	-0.8	-30	4	1	-1	+	12
24	COc1ccc(NC(=O)CN(C)S(=O)(=O)c2ccc(C)cc2)c([N+](=O)[O-])c1	-7	-0.6	10	-6	-2	0	+	11

Additional entries
entry	SMILES	eLon inh	MsrA inhibitor	PABP1 MLLE inh	bovine MsrA act	FAS-TE inh	Rin1 Abl inh	MT1-MMP act inh	Rpn11 inh	CSN deneddyl inh
41	COc1cccc(CN2CCC(C)(Oc3cccc(Cl)c3)C2)c1OC (stereo not given)	-13	1.2	-1	-3	4	-5	-2	i	0
42	Cc1cc(C)c2nc(SC(C)C#N)cc(C)c2c1 (stereo not given)	1	1.4	-2	3	21	-4	-5	i	-9
43	CN(C)CCNC(=O)Cn1nc(C(F)F)cc1C1CC1	-1	-1.5	0	-11	-4	-1	-4	i	1
44	COc1ccccc1NC(=S)NNC(=O)c1ccccc1Br	-2	1.1	4	-2	-15	-2	-4	i	2
45	Cc1cc(=O)oc2cc(OC(C)C(=O)Nc3nccs3)ccc12 (stereo not given)	5	0.0	-10	2	-4	0	5	i	4
46	C[C@H]1CN([C@@H](C)CO)C(=O)CCCn2nncc2CO[C@@H]1CN(C)S(=O)(=O)c1ccc2ccccc2c1	-5	-0.2	-13	-2	-9	-5	-3	i	1
47	O=C(Oc1ccccc1Cl)c1ccccc1P(=O)(O)O	-13	-0.5	2	-2	-12	0	3	i	-3
48	CS(=O)(=O)Nc1ccc(C(=O)N2CCc3ccccc3C2)cc1	-7	1.0	2	-2	-2	-3	1	i	-4
49	CC(=O)c1cccc(-c2ccnc3c2CC(C(=O)Nc2cccc(C(F)(F)F)c2)O3)c1 (stereo not given)	2	-2.5	22	1	39	0	-2	i	1
50	CSc1cccc(CNC(=O)CC2C(=O)NCCN2CC(C)(C)C)c1 (stereo not given)	2	1.5	21	-3	-2	1	-11	i	-3

Full records, quoted from the list.
Record of CC(CNC(=O)c1cc(COc2ccc3ncccc3c2)on1)c1ccccc1 (stereo not given) = eLon inh = -6; MsrA inhibitor = -0.6; PABP1 MLLE inh = 4; bovine MsrA act = -5; FAS-TE inh = 17; Rin1 Abl inh = 0; MT1-MMP act inh = -2; Rpn11 inh = i; CSN deneddyl inh = -1
Record of CCc1cc(=O)oc2cc(OC(C)C(=O)NCC3CCC(C(=O)O)CC3)c(Cl)cc12 (stereo not given) = eLon inh = -5; MsrA inhibitor = 3.6; PABP1 MLLE inh = -10; bovine MsrA act = -2; FAS-TE inh = -5; Rin1 Abl inh = -1; MT1-MMP act inh = 1; Rpn11 inh = i; CSN deneddyl inh = -4
Record of CCCCC[C@H](O)/C=C/[C@@H]1[C@@H](C/C=C\CCCC(=O)O)[C@@H](O)C[C@H]1O = eLon inh = -5; MsrA inhibitor = 2.1; PABP1 MLLE inh = 6; bovine MsrA act = -6; FAS-TE inh = -4; Rin1 Abl inh = 0; MT1-MMP act inh = 3; Rpn11 inh = i; CSN deneddyl inh = 0

Source: PubChem (several laboratories)
